Source: PubChem BioAssay
hIAP inh: human IAP inhibitors, primary screen, biochemical, luminescence, uHTS. purified IAP, CDP-Star luminescence, 30 min. 330,000 tested, 0.12% active. Intestinal-type alkaline phosphatase (Homo sapiens), P09923. inhibition, % at 10 µM;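 active = inhibition reaching a set limit with compound at 10 µM in the primary screen, cut at about 35% in these data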;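 note: plate controls were DMSO wells with enzyme for no effect and no-enzyme buffer wells for full effect; values of inactives mirror those of a sister screen read the other way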
Target sequence (P09923 whole entry, looked up): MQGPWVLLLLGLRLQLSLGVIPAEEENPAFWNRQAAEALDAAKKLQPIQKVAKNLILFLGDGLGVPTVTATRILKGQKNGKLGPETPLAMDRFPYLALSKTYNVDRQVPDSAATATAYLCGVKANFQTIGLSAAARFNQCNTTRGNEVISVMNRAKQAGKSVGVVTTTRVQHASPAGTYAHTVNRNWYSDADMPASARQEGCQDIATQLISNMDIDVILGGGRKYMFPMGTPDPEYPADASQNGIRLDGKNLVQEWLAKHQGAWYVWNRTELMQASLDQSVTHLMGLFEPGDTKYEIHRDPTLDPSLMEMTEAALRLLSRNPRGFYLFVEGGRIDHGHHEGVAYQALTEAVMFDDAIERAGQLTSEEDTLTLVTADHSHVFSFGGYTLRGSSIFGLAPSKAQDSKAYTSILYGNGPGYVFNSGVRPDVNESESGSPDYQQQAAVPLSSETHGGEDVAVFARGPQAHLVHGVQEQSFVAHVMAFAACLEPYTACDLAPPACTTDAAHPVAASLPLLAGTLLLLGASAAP
beta cell repl: inducers of MIN6 beta-cell proliferation, primary screen, ATP luminescence, uHTS; MIN6 cells proliferation, ATPlite luminescence, 48 h; cells starved in 0.2% serum; 100% = growth in 10% serum; 330,000 tested, 0.29% active; proliferation, % at 10 µM;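 active = compounds whose signal lies at least 3.5 SD above the mean of all wells on their plate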;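 note: 0% = DMSO-treated cells in low-serum medium and 100% = 10% serum control; some compounds called inactive have numbers as strong as hits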
mIAP block: inhibitors of mouse IAP, primary screen, biochemical, luminescence, uHTS; purified mouse IAP, CDP-Star luminescence, 30 min; inhibition, % at 10 µM; 330,000 tested, 0.2% active;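 active = inhibition of at least 40% at 10 µM in the primary screen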;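 note: plate controls were DMSO with enzyme for no effect and no enzyme wells for full effect; values of inactives mirror those of a sister screen read the other way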
mIAP activ: activators of mouse IAP, primary screen, biochemical, luminescence, uHTS; intestinal alkaline phosphatase [Mus musculus]; muIAP, CDP-Star luminescence, 30 min; active compounds read high; 1 = vehicle-only enzyme signal, 0 = enzyme-free wells; activation factor at 10 µM; 330,000 tested, 0.24% active; AID 2805, 2010;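 active = activation factor of at least 2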; note: the source names both 10 and 20 µM as test concentration; values of inactives mirror those of a sister screen read the other way
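also added = chemiluminescent substrate CDP-Star | test system = mouse IAP enzyme | signal = chemiluminescence readout | compound = DMSO-dissolved test compounds | incubation = 30 min at room temperature | benchmarks = DMSO wells, no-enzyme wells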
NALP3 yeast inh: NALP3 inflammasome inhibitors in reconstituted yeast, primary screen, luminescence, uHTS. Yeast reconstituted NLRP3/ASC/caspase-1, beta-gal luminescence, 24 h. inhibition, % at 10 µM. 330,000 tested, 0.39% active. AID 2825, 2010;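 active = inhibition of 50% or more; inactive = inhibition below 50%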;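 note: plate controls were induced DMSO wells for no effect and uninduced yeast grown without galactose for full effect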
APOBEC3A inh: APOBEC3A ssDNA deaminase inhibitors, primary screen, selectivity assay for APOBEC3G inhibitor project, biochemical, FAM/TAMRA oligo cleavage fluorescence; DNA dC->dU-editing enzyme APOBEC-3A (Homo sapiens), P31941; recombinant A3A, FAM/TAMRA ssDNA deamination fluorescence; inhibition, % at 20 µM; 330,000 tested, 0.41% active; AID 493011, 2011;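 active = at least 40% inhibition at 20 µM here, with at most 30% in a related deaminase screen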;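 note: plate controls were A3A with DMSO for no effect and wells lacking A3A enzyme for full effect; some results filed as inactive read as strong as hits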
SENP1 inh: human SENP1 catalytic domain inhibitors, primary screen, biochemical, FRET, uHTS; Sentrin-specific protease 1 (Homo sapiens), Q9P0U3; AID 624204, 2012; inhibition, % at 10 µM; 360,000 tested, 0.21% active; recombinant SENP1 catalytic domain, CyPet-SUMO1-YPet FRET cleavage;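 active = inhibition at least 30% at 10 µM, raw YFP signal under a set limit, fluorescence ratio 0.5 to 1.5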;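 note: 0% = enzyme with DMSO and 100% = no enzyme wells; some results filed as inactive read as strong as hits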
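Test system: hSENP1 catalytic domain, recombinant; Amount: 20 pM final SENP1 enzyme; Medium: Tris pH 8 buffer plus EDTA, NaCl, BME, BSA, NP40, catalase; Schedule: 50 min enzyme reaction, room temperature, light-protected; Technique: FRET fluorescence in CFP and YFP emission channels; Controls: no-enzyme wells low, DMSO-plus-enzyme wells high control.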
A3G deaminase: APOBEC3G DNA deaminase inhibitors, primary screen, biochemical, fluorescence, single-stranded DNA substrate, uHTS. DNA dC->dU-editing enzyme APOBEC-3G (Homo sapiens), Q9HC16. recombinant A3G, ssDNA deamination FAM/TAMRA fluorescence. inhibition, % at 20 µM. 330,000 tested, 0.28% active. AID 493012, 2011;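 active = inhibition of at least 40% at 20 µM, with no more than 30% in the related APOBEC3A deaminase screen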;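 note: plate controls were DMSO wells with A3G for no effect and wells lacking A3G enzyme for full effect; some compounds called inactive have numbers as strong as hits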
Target sequence (Q9HC16 whole entry, looked up): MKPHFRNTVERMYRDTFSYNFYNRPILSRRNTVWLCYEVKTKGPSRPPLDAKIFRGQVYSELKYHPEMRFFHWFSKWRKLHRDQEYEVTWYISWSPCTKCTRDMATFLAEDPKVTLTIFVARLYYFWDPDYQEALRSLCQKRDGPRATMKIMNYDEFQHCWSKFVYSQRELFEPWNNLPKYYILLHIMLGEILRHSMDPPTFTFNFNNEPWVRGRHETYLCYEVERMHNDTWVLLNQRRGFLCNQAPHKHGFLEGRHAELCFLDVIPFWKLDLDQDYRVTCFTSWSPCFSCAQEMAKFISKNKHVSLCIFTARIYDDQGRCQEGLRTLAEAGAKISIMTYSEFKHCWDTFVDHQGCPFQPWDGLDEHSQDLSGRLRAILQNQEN
hIAP act: human IAP activators, primary screen, biochemical, luminescence, uHTS | purified human IAP, CDP-Star luminescence, 30 min; active compounds read high; 1 = vehicle-only enzyme, 0 = enzyme-free background | activation factor at 10 µM | 330,000 tested, 0.16% active;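 active = activation factor of the enzyme at least 2-fold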; note: the source names both 10 and 20 µM as test concentration; values of inactives mirror those of a sister screen read the other way
Starred values were filed as active, the others as inactive.

Order of values – hIAP inh	beta cell repl	mIAP block	mIAP activ	NALP3 yeast inh	APOBEC3A inh	SENP1 inh	A3G deaminase	hIAP act
Cc1ccc(C)c(NC(=O)c2cc([N+](=O)[O-])cc([N+](=O)[O-])c2)c1
 : -6	-3	1	0.99	13	0	-1	-5	1.1
CN(C)CCCN(C(=O)c1ccc(S(=O)(=O)N2CCOCC2)cc1)c1nc2cc3c(cc2s1)OCO3
 : -2	-2	4	0.96	5	-1	1	-3	1
O=C(O)c1ccc(S(=O)(=O)Nc2ccc(F)c(Cl)c2)cc1
 : -3	0	-3	1	20	-2	3	5	1
C/C=C\C(=O)Nc1cccc(C2=NOC3(C2)C[C@@H](C(N)=O)N(C(=O)COc2ccc(Cl)cc2)C3)c1 (some centres not stated)
 : 8	-3	-14	1.1	16	1	2	-10	0.92
O=C(c1cc2ccccc2oc1=O)N1CCCC1
 : -9	-1	-8	1.1	-3	-3	1	1	1.1
CC(=O)Oc1ccc(OC(C)=O)c2c1CC(C)=C(C)C2
 : 11	-7	-5	1.1	24	0	2	-2	0.89
CCCCCOC(=O)CCN1C(=O)/C(=C2\SC(=S)N(CCC(=O)OCCCCC)C2=O)SC1=S
 : 18	-4	24	0.76	16	3	3	9	0.82
COc1cccc2c1OCC(C(=O)Nc1nccs1)=C2
 : 11	-3	-12	1.1	29	1	-6	-1	0.89
CSc1ccc(CN2CCN(C(=O)CC(C)C)CC2)cc1
 : -3	-2	-9	1.1	6	-2	2	-2	1
COc1ccc(-c2nc(NCCCN(C)C)c3ccccc3n2)cc1
 : 2	-3	6	0.94	3	-1	-46	-4	0.98
CN(CC(=O)Nc1ccc(N2CCOCC2)cc1)CC(=O)Nc1ccccc1C#N
 : -5	0	-4	1	8	-3	-2	0	1
Cc1ccc(NC(=O)CC2C(=O)NCCN2C(=S)Nc2ccccc2)c(C)c1 (configuration not stated)
 : 7	0	0	1	8	1	1	-7	0.93
CCOC(=O)c1sc(NC(=O)c2ccoc2C)c(C(N)=O)c1C
 : 7	0	-11	1.1	15	5	-9	13	0.93
COc1cc(/C(C)=N/N2CCN(c3ccccc3OC)CC2)ccc1O
 : -16	-3	-5	1	8	-6	3	-5	1.2
O=C(c1ccccc1)c1ccc(COC(=O)c2cnccn2)cc1
 : -5	0	3	0.97	11	-3	3	-4	1.1
Cc1ccc(NC(=O)c2cc(N3C(=O)C4CC=CCC4C3=O)ccc2N2CCOCC2)cc1Cl (configuration not stated)
 : -7	-2	7	0.93	13	1	0	-4	1.1
COc1ccc2c(c1)[nH]c1c(=O)n(CCCN3CCOCC3)cnc12
 : -2	-3	-1	1	6	-1	0	-5	1
Cc1ccc(C(=O)NNC(=O)c2ccccc2-n2cccc2)cc1
 : -19	0	-15	1.1	8	-3	2	-10	1.2
O=C(N[C@@H](Cc1c[nH]c2ccccc12)C(=O)O)c1ccc(Cl)cc1
 : -10	-2	-8	1.1	-14	-2	0	-3	1.1
O=C(CSc1nnc2ccc(-c3ccc(F)cc3)nn12)N1CCOCC1
 : 22	0	0	0.99	13	-4	0	-2	0.78

Order of values – hIAP inh	beta cell repl	mIAP block	mIAP activ	NALP3 yeast inh	APOBEC3A inh	SENP1 inh	A3G deaminase	hIAP act
O=C(NCCCNC(=O)c1ccccc1)c1ccccc1
 : 7	-3	-7	1.1	15	-3	2	-7	0.93
Cc1ccccc1S(=O)(=O)Cc1ccc(C(=O)N2CCN(c3cccc(C)c3C)CC2)o1
 : 4	-3	-7	1.1	21	2	-7	0	0.96
CCOC(=O)c1c(-c2ccccc2)nnn1-c1nc(OCC)nc(N2CCCCC2)n1
 : 10	5	5	0.95	0	-3	2	8	0.9
COc1ccc(C)cc1NC(=O)CN1C(=O)CSc2ccc(S(=O)(=O)N3CCCC3)cc21
 : -42	-3	10	0.9	6	-3	2	-5	1.4
CCOC(=O)C(=O)Nc1ccc(F)cc1
 : 1	0	-2	1	13	2	0	-1	0.99
O=C(COc1ccc(F)cc1)NCC1CCCO1 (configuration not stated)
 : -6	-1	3	0.97	6	-1	2	-4	1.1
CCCNC(=O)CCn1nc(-c2ccc(C)cc2)c2ccccc2c1=O
 : 8	0	0	1	16	-1	-1	-2	0.92
COc1cccc(C(=O)NC2CCCN(C3Cc4ccccc4C3)C2)c1OC (configuration not stated)
 : -2	-1	2	0.98	-4	0	-4	-1	1
CCc1cccc(CC)c1NC(=S)Nc1ccccc1
 : -35	-5	-2	1	1	-4	0	-6	1.3
CCCCCC(/C=N/Nc1ccc(S(=O)(=O)N2CCOCC2)cc1[N+](=O)[O-])=C\c1ccccc1
 : 8	-1	13	0.87	8	-1	5	-4	0.92
Cc1nnc(SCCN2C(=O)c3ccccc3C2=O)nc1C
 : 23	0	-19	1.2	23	-3	2	-7	0.77
O=C(C1CCN(S(=O)(=O)N2CCC3(CC2)OCCO3)CC1)N1CCc2ccccc2C1
 : -14	-2	4	0.96	12	-4	-1	-4	1.1
COc1ccc([N+](=O)[O-])cc1N(CC(=O)Nc1ccccc1C(=O)N1CCCC1)S(C)(=O)=O
 : 0	-2	-5	1	22	2	0	3	1
Cc1cc(C)n(Cc2n[nH]c(=S)n2Cc2ccccc2)n1
 : 9	-5	10	0.9	14	-2	-1	22	0.91
Cc1ccc(S(=O)(=O)N2CCN(C(=O)CCC(=O)NCc3ccc(F)cc3)CC2)cc1
 : -28	-1	-8	1.1	-5	0	-1	-6	1.3
CCCS(=O)(=O)Nc1cccc(-c2cn3c(n2)SCC3)c1
 : 3	1	3	0.97	10	-4	0	-3	0.97
O=C(Nc1ccc2c(c1)OCCO2)c1cncc(Br)c1
 : 12	-3	-1	1	23	2	2	-5	0.88
Cc1nn(C)c(C)c1NC(=O)c1ccc(Br)o1
 : -10	-1	0	1	-7	2	0	-4	1.1
CCN(CC)S(=O)(=O)c1ccc(C)c(C)c1
 : 18	2	16	0.84	29	1	1	0	0.82
Cc1cc2ncn(-c3ncccc3[N+](=O)[O-])c2cc1C
 : -5	1	7	0.93	20	0	-23	0	1

Quoted at random: four records from the list, in no set order.
Order of values – hIAP inh	beta cell repl	mIAP block	mIAP activ	NALP3 yeast inh	APOBEC3A inh	SENP1 inh	A3G deaminase	hIAP act
O=C(O)c1ccc(S(=O)(=O)Nc2ccc(F)c(Cl)c2)cc1
 : -3	0	-3	1	20	-2	3	5	1
Cc1cc2ncn(-c3ncccc3[N+](=O)[O-])c2cc1C
 : -5	1	7	0.93	20	0	-23	0	1
COc1ccc(C)cc1NC(=O)CN1C(=O)CSc2ccc(S(=O)(=O)N3CCCC3)cc21
 : -42	-3	10	0.9	6	-3	2	-5	1.4
CSc1ccc(CN2CCN(C(=O)CC(C)C)CC2)cc1
 : -3	-2	-9	1.1	6	-2	2	-2	1

The list goes on.
structure | hIAP inh | beta cell repl | mIAP block | mIAP activ | NALP3 yeast inh | APOBEC3A inh | SENP1 inh | A3G deaminase | hIAP act
COc1cccc(C2=NOC(C(=O)NCc3ccco3)C2)c1 (configuration not stated) | 6 | -2 | -1 | 1 | 5 | -5 | -2 | -6 | 0.94
COc1ccccc1Nc1nc(NCC(C)C)nc(N)c1[N+](=O)[O-] | -14 | 0 | 16 | 0.84 | 28 | -3 | -1 | -7 | 1.1
CCOC(=O)c1[nH]c2ccc(OC)cc2c1NC(=O)N1CCOCC1 | -3 | -1 | 1 | 0.99 | 25 | 3 | 0 | -1 | 1
O=C(c1ccccc1)c1cc([N+](=O)[O-])ccc1N1CCCC1 | 1 | 0 | 8 | 0.92 | 17 | -8 | -9 | -8 | 0.99
COC(=O)c1cc(=O)nc2sccn12 | -4 | 0 | 21 | 0.79 | -7 | 7 | 1 | 0 | 1
Cc1cccc(C)c1NC(=S)N(Cc1ccccc1)Cc1cccnc1 | -4 | -2 | -3 | 1 | 2 | 0 | 1 | -4 | 1
CC1(C)Cc2c(C#N)c(SCCOc3ccccc3)nc(N3CCOCC3)c2CO1 | 8 | -5 | -6 | 1.1 | 20 | -1 | 4 | -4 | 0.92
COc1ccc(OC)c(NC(=O)CCCC(=O)NC2CCCCC2)c1 | 14 | -2 | -4 | 1 | 13 | -2 | 2 | -3 | 0.85
Cc1cccc(C)c1NC(=O)COc1cccc(/C=N/NC(=O)C(=O)NCc2ccccc2)c1 | -6 | 0 | 8 | 0.92 | -15 | 0 | 1 | -3 | 1.1
CC(=O)c1cnc2nc(SCc3cccc(C)c3)nn2c1C | 7 | -1 | 3 | 0.97 | 21 | -6 | 1 | -6 | 0.93
COc1ccc(S(=O)(=O)N2CCOCC2)cc1NC(=O)Cc1c(Cl)cccc1Cl | 5 | 1 | -1 | 1 | 17 | 2 | -3 | -4 | 0.95
CCOC(=S)SCC(=O)Nc1nc(C)c(C)s1 | -24 | -6 | 19 | 0.81 | 26 | 2 | 1 | -5 | 1.2

Gathered by group: those above containing a COOH group (two)
structure | hIAP inh | beta cell repl | mIAP block | mIAP activ | NALP3 yeast inh | APOBEC3A inh | SENP1 inh | A3G deaminase | hIAP act
O=C(O)c1ccc(S(=O)(=O)Nc2ccc(F)c(Cl)c2)cc1 | -3 | 0 | -3 | 1 | 20 | -2 | 3 | 5 | 1
O=C(N[C@@H](Cc1c[nH]c2ccccc12)C(=O)O)c1ccc(Cl)cc1 | -10 | -2 | -8 | 1.1 | -14 | -2 | 0 | -3 | 1.1

Next section.
structure | hIAP inh | beta cell repl | mIAP block | mIAP activ | NALP3 yeast inh | APOBEC3A inh | SENP1 inh | A3G deaminase | hIAP act
COc1cc(CC(NC(C)=O)C(=O)NC2CCN(C(=O)Nc3ccccc3C)CC2)cc(OC)c1 (configuration not stated) | -4 | 0 | -6 | 1.1 | 3 | 3 | 0 | 1 | 1
Cc1nn(Cc2c(F)c(F)c(F)c(F)c2F)c(C)c1NC(=O)c1c(-c2ccccc2)nn(-c2ccccc2)c1C | 2 | -2 | 5 | 0.95 | 12 | 3 | 0 | -3 | 0.98
Cc1ccc(O)c(NC(=O)c2ccc3c(c2)C(=O)N(Cc2ccco2)C3=O)c1 | -10 | -3 | -8 | 1.1 | 11 | 0 | 3 | -4 | 1.1
O=C(NC(=O)c1ccccc1)Nc1cccc(S(=O)(=O)N2CCCCC2)c1 | 2 | -2 | 5 | 0.95 | 3 | -5 | 2 | 1 | 0.98
O=C1C(=O)N(Cc2ccccc2)C(=O)N1CCN1C(=O)c2ccccc2C1=O | 0 | -3 | -13 | 1.1 | 13 | 2 | -2 | -3 | 1

These rows are one share of the data (hit frequency here may not be typical).
